FBW7 activator: human FBW7 E3 ligase activation, primary screen; AlphaScreen FBW7–phospho-cyclin E peptide binding, activator screen; normalized activity (activation), % at 26.1 µM; 650,000 tested, 0.13% active; AID 1259310; in the data active = normalized activity above about 1.9%;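 note: purified mutant Fbw7 with reduced substrate affinity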
Target sequence (Q969H0 whole entry, looked up): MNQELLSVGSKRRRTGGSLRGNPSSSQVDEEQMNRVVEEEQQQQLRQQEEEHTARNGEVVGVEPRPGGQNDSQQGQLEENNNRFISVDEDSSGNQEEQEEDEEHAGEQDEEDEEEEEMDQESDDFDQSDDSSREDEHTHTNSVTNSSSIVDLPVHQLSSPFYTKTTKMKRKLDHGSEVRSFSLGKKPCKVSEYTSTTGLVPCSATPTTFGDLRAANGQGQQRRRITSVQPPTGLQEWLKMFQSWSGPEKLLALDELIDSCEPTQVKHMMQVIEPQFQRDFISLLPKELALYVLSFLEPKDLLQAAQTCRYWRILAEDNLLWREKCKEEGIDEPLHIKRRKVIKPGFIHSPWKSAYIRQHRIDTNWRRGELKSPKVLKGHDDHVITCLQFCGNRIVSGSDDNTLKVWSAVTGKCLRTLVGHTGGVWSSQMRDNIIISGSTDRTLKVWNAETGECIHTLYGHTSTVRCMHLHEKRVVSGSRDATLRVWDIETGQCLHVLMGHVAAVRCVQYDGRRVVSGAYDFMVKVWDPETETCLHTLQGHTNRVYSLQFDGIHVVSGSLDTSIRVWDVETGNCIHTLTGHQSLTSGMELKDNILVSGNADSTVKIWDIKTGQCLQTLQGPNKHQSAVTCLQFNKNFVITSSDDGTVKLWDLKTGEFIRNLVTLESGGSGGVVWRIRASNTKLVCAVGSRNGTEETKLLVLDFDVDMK
TEAD-YAP inh: TEAD-YAP interaction inhibition | inhibition, % at 9.12 µM | HEK-TIYL cells, TEAD-Gal4/YAP UAS-luciferase luminescence | 640,000 tested, 1.4% active; in the data active = inhibition above about 32%;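 note: 0% = median of test compound wells and 100% = reference inhibitor wells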
MITF inh: blocks human microphthalmia-associated transcription factor | O75030 | AlphaScreen MITF homodimerization, bead proximity signal | inhibition, % at 2.6 µM | 650,000 tested, 0.91% active | AID 1259374; in the data active = inhibition above about 50%;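 note: 0% = vehicle wells with protein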
GPR151 activ: activators of human GPR151; activation, % at 11.2 µM; PathHunter beta-arrestin GPR151 cells, luminescence; 650,000 tested, 1% active; Q8TDV0; in the data active = activation above about 4.9%;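 note: 0% = median of compound wells and 100% = cells with positive control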
Target sequence (Q8TDV0 whole entry, looked up): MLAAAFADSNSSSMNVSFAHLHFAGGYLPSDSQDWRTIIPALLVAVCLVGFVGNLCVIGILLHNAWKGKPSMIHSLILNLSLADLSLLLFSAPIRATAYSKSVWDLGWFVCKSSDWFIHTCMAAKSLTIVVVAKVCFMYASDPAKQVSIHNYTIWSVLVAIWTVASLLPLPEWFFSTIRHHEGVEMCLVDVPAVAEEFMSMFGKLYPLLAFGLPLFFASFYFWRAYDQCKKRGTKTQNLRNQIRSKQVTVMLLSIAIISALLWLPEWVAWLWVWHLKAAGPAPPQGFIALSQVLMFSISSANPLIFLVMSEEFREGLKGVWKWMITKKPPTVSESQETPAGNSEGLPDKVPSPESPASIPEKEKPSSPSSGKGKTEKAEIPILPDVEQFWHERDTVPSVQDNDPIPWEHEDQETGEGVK
* hit, by the source's call. Rows were taken by chance; about 3.5% have a hit in one of these screens.

SMILES | FBW7 activator | TEAD-YAP inh | MITF inh | GPR151 activ
Cc1ccc(CC(=O)Nc2ccccc2C(N)=O)cc1 | 0.0 | -5 | 0 | 3.7
OC1CC(c2ccccc2)NC2(CCCC2)C1 (stereo not drawn) | 0.1 | 0 | -2 | -0.8
CCCCCOC(=O)C1=C(C)Nc2ncnn2C1c1cccc([N+](=O)[O-])c1 (stereo not drawn) | 0.0 | 8 | -16 | 1.1
CCN(CC)S(=O)(=O)c1ccc(/C=C/C(=O)OCc2nnc(-c3ccccc3)o2)cc1 | -0.1 | 5 | -6 | 0.1
Cc1sc2nc(C(C)C)n3c(=O)n(CCC(N)=O)nc3c2c1C | 0.2 | 7 | 9 | -0.2
O=C1CCCN1CCn1cnc2c(NCc3ccccc3)nc(N3CCN(c4ccccn4)CC3)nc21 | -0.1 | 7 | 3 | 0.1
CC(C)c1ccc(NC(=O)C(=O)N2CCCCC2)cc1 | -0.1 | -68 | 11 | 0.8
COC(=O)c1ccc(-c2nc(N)c3c(=O)oc4ccccc4c3n2)cc1 | -0.1 | 3 | 6 | -0.4
Cc1nc2ccc(Nc3nccc(-c4cncc(N5CCOCC5)c4)n3)cc2o1 | 0.9 | 28 | 20 | 0.9
Cc1cc2ccccc2n2c(SCC(=O)NC(C)(C)C)nnc12 | 0.0 | 2 | 1 | -1.0
CCN(CC)c1ccc(/C=C2\C(=O)N(c3ccccc3)N=C2C)cc1 | -0.6 | 9 | 20 | 1.0
CCOC(=O)CC1CCCCN1C(=O)C1CCN(c2nc(C)c3ccccc3n2)CC1 (stereo not drawn) | 0.2 | -7 | 10 | 4.8
CCCCn1c(CNC(=O)c2ccc(OC)c(OC)c2)nnc1SC(C)C(=O)Nc1sc2c(c1C(=O)OCC)CCCC2 (stereo not drawn) | -0.1 | -1 | -2 | 0.1
CCCNC(=O)Cn1cnc2sc(C(=O)NCc3ccc(F)cc3)c(C)c2c1=O | 0.2 | 6 | -3 | 0.2
O=C(c1cc(-c2ccccc2O)on1)N1CCCCCC1 | -0.1 | -67 | 3 | -0.4
Nc1c([N+](=O)[O-])cc(F)c(N2CCSCC2)c1Br | -0.2 | -7 | -3 | -1.2
CCOc1ccccc1C(=O)Nc1nnc(C(C)C)s1 | -0.1 | -23 | 3 | -1.6
CC(C)(C)C1=NN(CC(=O)NCc2ccccn2)C(=O)c2cc3ccccc3n2C1 | 0.3 | 18 | 13 | 2.1
CC(C)c1nc(C(N)=O)c2[nH]c(=O)n(-c3ccc(Cl)c(Cl)c3)c2n1 | 0.1 | -7 | -14 | -0.9
CC(C)Sc1cccc(C(=O)Nc2ccccc2-c2nc3ccccc3[nH]2)c1 | -0.2 | 5 | -1 | 1.2

Shown with two lines to a compound: 2 of the compounds above.
Each structure is followed by: FBW7 activator, TEAD-YAP inh, MITF inh, GPR151 activ
Cc1cc2ccccc2n2c(SCC(=O)NC(C)(C)C)nnc12
→ 0.0, 2, 1, -1.0
CCN(CC)c1ccc(/C=C2\C(=O)N(c3ccccc3)N=C2C)cc1
→ -0.6, 9, 20, 1.0

(cont.)
SMILES | FBW7 activator | TEAD-YAP inh | MITF inh | GPR151 activ
Cc1ccc(OCC(=O)Nc2ccc(-c3nc4ccc(C)cc4s3)cc2)cc1 | 0.2 | -17 | 6 | -0.3
CCc1ccc2oc(-c3cc(NC(=O)c4ccccc4[N+](=O)[O-])ccc3Cl)nc2c1 | -0.1 | -16 | -7 | 0.4
Cc1cccc(CC(=O)Nc2ccc3c(c2)CCC(=O)N3)c1 | 0.4 | -6 | 1 | -0.5
COCC(=O)N1CCn2c(nc(-c3ccc(N(C)C)cc3)c2NC(C)(C)C)C1 | -0.1 | -22 | -9 | 0.7
COc1cc(CNC(C)(C)CO)ccc1OCc1ccccc1Cl | -0.1 | 2 | 1 | -0.2
O=C(Nc1ncn[nH]1)c1cc(-c2ccco2)nc2ccccc12 | -0.2 | 4 | 9 | 0.6
COc1ccc(-c2nc(-c3ccc(O)cc3)[nH]c2-c2ccccc2)cc1OC | -0.1 | -14 | 2 | 3.6
C=CCN1CCN(C(c2ccc(OC)c(OC)c2)c2nnnn2Cc2cccs2)CC1 (stereo not drawn) | 0.4 | -11 | 15 | -0.9
CC(C)NC(=O)CCCn1c(=O)[nH]c2cc(Cl)ccc2c1=O | 0.2 | 2 | -3 | 0.1
COC(=O)CCC(=O)Nc1sc2c(c1C(N)=O)CCCC2 | -0.1 | 7 | 4 | -0.4
Cc1cc(=O)n2c(C(=O)Nc3cccc(Cl)c3)c(C(=O)Nc3ccccc3)sc2n1 | 0.0 | -5 | -3 | -0.2
CC(C)CNC(=O)Cc1cccc2ccccc12 | 0.3 | -3 | 14 | -0.4
COCCN1CC(CNC(=O)c2cc(COc3ccc(F)cc3Cl)on2)CC1=O (stereo not drawn) | 0.0 | 2 | 7 | 9.8*
NC(=O)C1(N2CCCCC2)CCN(C2CC(=O)N(CC(c3ccccc3)c3ccccc3)C2=O)CC1 (stereo not drawn) | -0.1 | -15 | -7 | 2.4
O=C(NC1CCCCC1O)c1cnc2scc(-c3ccccc3)n2c1=O (stereo not drawn) | 0.3 | 3 | -1 | -1.0
NNC(=O)CN1CCN(c2ccccc2Cl)CC1 | -0.1 | -3 | -3 | -0.5
COc1cccc(CN2CCN(Cc3ccc(F)cc3)C(CCO)C2)c1 (stereo not drawn) | 0.2 | 17 | 15 | -0.6
CCn1cc(C(=O)N2CCN(C)CC2)c(=O)c2cc(S(=O)(=O)N(C)C)ccc21 | 0.4 | -1 | 10 | 0.6
COc1ccc2c(c1)-c1c(ssc1=S)C(C)(C)N2C(=O)CC(C)C | -0.2 | -3 | 34 | -0.4
Cc1cccc(NC(=O)c2cncc(Br)c2)c1 | 0.0 | -3 | 6 | -0.6

Twelve entries from above, comma-delimited:
Structure,FBW7 activator,TEAD-YAP inh,MITF inh,GPR151 activ
Cc1ccc(OCC(=O)Nc2ccc(-c3nc4ccc(C)cc4s3)cc2)cc1,0.2,-17,6,-0.3
CCc1ccc2oc(-c3cc(NC(=O)c4ccccc4[N+](=O)[O-])ccc3Cl)nc2c1,-0.1,-16,-7,0.4
Cc1cccc(CC(=O)Nc2ccc3c(c2)CCC(=O)N3)c1,0.4,-6,1,-0.5
COCC(=O)N1CCn2c(nc(-c3ccc(N(C)C)cc3)c2NC(C)(C)C)C1,-0.1,-22,-9,0.7
COc1cc(CNC(C)(C)CO)ccc1OCc1ccccc1Cl,-0.1,2,1,-0.2
O=C(Nc1ncn[nH]1)c1cc(-c2ccco2)nc2ccccc12,-0.2,4,9,0.6
COc1ccc(-c2nc(-c3ccc(O)cc3)[nH]c2-c2ccccc2)cc1OC,-0.1,-14,2,3.6
C=CCN1CCN(C(c2ccc(OC)c(OC)c2)c2nnnn2Cc2cccs2)CC1 (stereo not drawn),0.4,-11,15,-0.9
CC(C)NC(=O)CCCn1c(=O)[nH]c2cc(Cl)ccc2c1=O,0.2,2,-3,0.1
COC(=O)CCC(=O)Nc1sc2c(c1C(N)=O)CCCC2,-0.1,7,4,-0.4
Cc1cc(=O)n2c(C(=O)Nc3cccc(Cl)c3)c(C(=O)Nc3ccccc3)sc2n1,0.0,-5,-3,-0.2
CC(C)CNC(=O)Cc1cccc2ccccc12,0.3,-3,14,-0.4

Following part
SMILES | FBW7 activator | TEAD-YAP inh | MITF inh | GPR151 activ
O=C(/C=C/c1ccccc1[N+](=O)[O-])N1CCN(c2cccc(Cl)c2)CC1 | -0.3 | 9 | 3 | 0.8
Cc1ccc(CNC(=O)CCCCn2c(=S)[nH]c3ccsc3c2=O)cc1 | -0.1 | -16 | -16 | 0.3
Cc1cccc(-n2nc3c(c2NC(=O)c2cccc([N+](=O)[O-])c2C)CSC3)c1C | -0.2 | 12 | -1 | -0.9
CCOC(=O)/C(=C\c1ccc([N+](=O)[O-])cc1)NC(C)=O | -0.2 | 9 | 11 | -1.1
Nn1cnn2c(SCC(=O)Nc3cccnc3Cl)nnc12 | 0.1 | 12 | 4 | -1.7
O=C(O)/C=C\C(=O)Nc1ccccc1Br | -0.4 | 6 | 0 | -0.5
COc1cccc(CNCCO)c1OCc1ccccc1 | 0.1 | 2 | 2 | 1.0
O=C1CCCN1CCn1cnc2c(Nc3ccccc3)nc(NC3CCC(O)CC3)nc21 (stereo not drawn) | -0.1 | -26 | 3 | -2.0
CCC(C)(C)NC(=O)c1ccc(S(=O)(=O)N2CCCC2)cc1 | -0.2 | -10 | -3 | -1.1
CN(CCCN1CCCCC1)C(=O)c1cc(COc2ccc(F)cc2F)on1 | -0.1 | -2 | 14 | 0.6
CC(C)Oc1ccc(C(CC(=O)O)NC(=O)C23CC4CC(CC(C4)C2)C3)cc1 (stereo not drawn) | 0.0 | 0 | 2 | -1.1
CN1[C@@H](C(=O)N2CCC3(CC2)OCCO3)C[C@@H](c2ccc(F)cc2)NS1(=O)=O | -0.1 | -13 | -9 | -0.2
O=C(Nc1ccc2c(c1)OCO2)c1ccc2nc(NCc3ccc4c(c3)OCO4)sc2c1 | -0.2 | -23 | -3 | -2.3
O=C(Nc1ccnn1C1CCN(C/C=C/c2ccc(F)cc2)CC1)C1CCCC1 | -0.1 | -5 | 7 | -0.1
CCOc1ccccc1CN1CCC(N2CCCC2)CC1 | -0.2 | 0 | 56* | 9.2*
CCCN(CCC)C(=O)c1c(NC(=O)c2ccccc2C)sc2c1CCC2 | 0.1 | -5 | -8 | 1.4
COc1ccc(C(C)=O)cc1CSc1nc(C)cc(C)n1 | -0.1 | 4 | 9 | -0.6
COc1ccc(-n2cc(-c3ccccc3)c3c(N4CCN(c5ccc(F)cc5)CC4)ncnc32)cc1 | 0.3 | 4 | 5 | -0.9
COc1ccc(-c2nn(-c3ccccc3)cc2C(=O)N2CCOCC2)cc1 | 0.1 | -1 | 13 | -1.7
O=C(CC1C(=O)NCCN1Cc1cccc(C(F)(F)F)c1)NCC1(O)CCCCC1 (stereo not drawn) | 0.2 | -4 | 9 | -0.2
CCOCCCN(C(=O)Nc1ccc(Cl)cc1)C1CCN(C(C)=O)CC1 | 0.2 | 2 | 3 | 0.0
CC(=O)N1C(=O)N(C(C)=O)C2C1N(C)C(=O)N2C (stereo not drawn) | -0.1 | 0 | -5 | 2.5
N=c1ncn(CC(O)CO)c2nc(Br)[nH]c12 (stereo not drawn) | -0.1 | -10 | 1 | 0.2
O=C(CSc1nnc(-c2ccccc2Cl)o1)c1ccc2c(c1)OCCO2 | -0.2 | -5 | -4 | -0.9
CN(C)C(=O)COc1cccc(Nc2ccc(-c3ccc(Cl)cc3)cn2)c1 | -0.4 | -13 | 4 | -1.0
CC(=O)NCCCNc1ccc(Br)cc1[N+](=O)[O-] | 0.8 | -15 | 15 | -1.1
CC(=O)NC(CCCCNC(=O)OCc1ccccc1)C(=O)O (stereo not drawn) | 0.0 | 4 | 5 | -0.1
CCOC(=O)C1=NNC2(c3ccc(C)cc3)C(=O)N(c3ccc(Cl)cc3)C(=O)C12 (stereo not drawn) | -0.2 | -5 | 2 | 0.0
N#CCn1nnc(-c2ccc(C(F)(F)F)cc2)n1 | -0.2 | -6 | 2 | 1.2
O=C(NCCCn1ccnc1)C1CC12CCN(C(=O)c1csc3c1CCCC3)CC2 (stereo not drawn) | 0.0 | 10 | -4 | 0.2
CC(CNC(=O)C1CCN(C(=O)N2CCOc3ccc(Cl)cc32)CC1)c1ccccc1 (stereo not drawn) | 0.1 | 5 | 10 | 2.9
Cc1nnc(NC(=O)OCC(C)C)s1 | 0.0 | -3 | 3 | 0.2
COc1ccc(CN2CCNC(=O)C2CC(=O)NCCN2CCCC2)cc1OC (stereo not drawn) | 0.1 | 2 | 9 | 0.4
C=CCN1C(=O)C2(/C(=C(\O)c3ccc(OC)cc3)C(=O)C(=O)N2CCOC)c2ccccc21 (stereo not drawn) | 0.1 | 3 | 23 | 0.0
COc1ccccc1C(=O)NC(NC(=O)c1ccccc1OC)c1cccc([N+](=O)[O-])c1 | 0.1 | -2 | -4 | 0.8
O=C(CSc1nc2ccccc2o1)NC(=O)CSc1nc2ccccc2o1 | 0.2 | -1 | 5 | -0.7
COc1cccc(-n2nnc3c(=O)n(CC(=O)c4ccccc4)cnc32)c1 | 0.2 | 2 | -11 | -1.1
COc1ccc(S(=O)(=O)CCC(=O)Nc2ccc(C)c(Cl)c2)cc1 | 0.0 | -2 | 6 | -0.6
CCCc1cc(C(=O)NCCc2ccc(OC)c(OC)c2)no1 | 0.1 | -2 | 3 | 0.7
CC(=O)N(C)c1ccc(N=Nc2c(C)[nH]n(C(N)=S)c2=O)cc1 | 1.3 | -66 | 17 | -7.8
O=C(CS(=O)(=O)c1ccccc1)Nc1ccc(F)cc1F | 0.1 | 7 | -7 | 1.3
CCn1c(=O)n(CC(=O)N2CCC(C(N)=O)CC2)c2cccnc21 | -0.1 | 7 | -1 | 0.6
Cc1nc2c3ccccc3n3c(CCCC(=O)NC(C)C)nnc3n2n1 | -0.2 | -5 | -5 | -0.8
O=C(Cc1cccs1)N/N=C\c1c(Cl)cccc1Cl | 0.2 | -2 | 19 | 2.5
CC(C)N(CCNC(=O)C1CCN(c2ccc(Nc3ccnn3C)nn2)CC1)C(C)C | -0.2 | -3 | -8 | -0.2
CCOC(=O)c1nn(-c2ccc(OC)cc2)c(=O)c2c(NC(=O)C(C)(C)C)scc12 | -0.1 | 7 | -5 | -0.9
CCOC(=O)N1CCN(c2ncc(Br)cn2)CC1 | -0.1 | 6 | 2 | 1.3
Brc1cccc(NCn2nnc3ccccc32)c1 | 0.1 | 1 | 9 | -0.3
O=C1NC(=O)N(C2CCCCC2)C(=O)/C1=C/c1cnn(-c2ccccc2)c1 | -0.5 | -15 | -26 | 1.5
Cc1cc(NS(=O)(=O)c2ccc(NC(=O)c3ccc(C)o3)cc2)no1 | -0.2 | 1 | -5 | 2.0
Cc1ccc2c(c1)CN(CCC(=O)N1CCC(C(O)c3ccccc3)CC1)CC(C)O2 (stereo not drawn) | 0.1 | 10 | 9 | -1.5
